Assay outcomes: PubChem BioAssay, Sanford-Burnham Center for Chemical Genomics
CXCR6 inh = CXCR6 receptor inhibitors, primary screen, cell-based, beta-arrestin, luminescence, CHO-K1 PathHunter, 1536-well. C-X-C chemokine receptor type 6 (Homo sapiens), O00574. inhibition, % at 20 µM. 360,000 tested, 0.36% active; in the data active = inhibition above about 34%, passing the limit was not always enough;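 also: antagonist mode with CXCL16 agonist at 10 nM final; 0% = 10 nM CXCL16 with DMSO and 100% = unstimulated wells without agonist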
Target sequence (O00574 whole entry, looked up): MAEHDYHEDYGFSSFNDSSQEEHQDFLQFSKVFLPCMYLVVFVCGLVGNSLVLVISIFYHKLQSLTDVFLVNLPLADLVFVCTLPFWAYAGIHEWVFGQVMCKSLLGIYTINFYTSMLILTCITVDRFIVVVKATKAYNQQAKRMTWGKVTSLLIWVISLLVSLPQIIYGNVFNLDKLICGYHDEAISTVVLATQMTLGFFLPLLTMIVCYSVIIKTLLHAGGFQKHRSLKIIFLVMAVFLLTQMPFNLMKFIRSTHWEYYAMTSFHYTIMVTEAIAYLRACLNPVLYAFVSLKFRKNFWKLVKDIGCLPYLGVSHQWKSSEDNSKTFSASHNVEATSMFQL
EBI2 block = EBI2 receptor antagonists, beta-arrestin recruitment, primary screen, cell-based, luminescence, 7a,25-OHC stimulation, uHTS; 7a,25-OHC stimulated; inhibition, % at 5 µM; G-protein coupled receptor 183 (Homo sapiens), P32249; AID 651636, 2012; 360,000 tested, 0.81% active; in the data active = inhibition above about 38%;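 also: enzyme fragment complementation signal reports receptor beta-arrestin coupling in cells; 0% = agonist plus DMSO wells and 100% = wells without agonist; some results beyond the cut were filed as inactive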
Target sequence (P32249 whole entry, looked up, the tested form may be a part): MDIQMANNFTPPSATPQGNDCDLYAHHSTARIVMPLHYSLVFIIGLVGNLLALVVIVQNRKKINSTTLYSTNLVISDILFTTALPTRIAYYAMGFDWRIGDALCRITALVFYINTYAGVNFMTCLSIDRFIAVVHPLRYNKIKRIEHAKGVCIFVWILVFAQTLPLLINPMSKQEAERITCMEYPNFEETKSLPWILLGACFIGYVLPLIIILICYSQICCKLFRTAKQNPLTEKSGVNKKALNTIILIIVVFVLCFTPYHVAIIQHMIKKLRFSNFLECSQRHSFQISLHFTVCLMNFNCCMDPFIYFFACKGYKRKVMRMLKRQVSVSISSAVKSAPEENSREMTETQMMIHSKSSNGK
CCR6 antagonist = CCR6 receptor antagonists, primary screen, cell-based, CHO-K1, luminescence, beta-arrestin, uHTS. 340,000 tested, 0.49% active. CHO-K1 CCR6 PathHunter beta-arrestin, CCL20-stimulated. inhibition, % at 20 µM. AID 493098, 2011;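 active = compounds whose inhibition of the agonist-driven luminescence signal at 20 µM reaches about 50%, limit read from the data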;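 also: cells stimulated with CCL20 at 14 nM final; plate controls were DMSO with CCL20 for no effect and DMSO without agonist for full effect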
Target sequence (P51684 whole entry, looked up): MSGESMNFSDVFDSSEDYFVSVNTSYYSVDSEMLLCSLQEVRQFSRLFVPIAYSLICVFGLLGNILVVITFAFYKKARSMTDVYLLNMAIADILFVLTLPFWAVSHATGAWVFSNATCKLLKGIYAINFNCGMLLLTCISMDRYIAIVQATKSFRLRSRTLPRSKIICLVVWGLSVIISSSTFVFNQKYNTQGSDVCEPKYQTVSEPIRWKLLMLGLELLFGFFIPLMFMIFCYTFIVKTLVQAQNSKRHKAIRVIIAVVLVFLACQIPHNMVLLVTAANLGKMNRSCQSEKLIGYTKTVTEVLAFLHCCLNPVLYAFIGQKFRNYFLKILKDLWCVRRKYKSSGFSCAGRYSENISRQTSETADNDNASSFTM
Jurkat NFkB inh = inhibitors of induced NF-kB luciferase reporter, primary screen, TCR NF-kB activation inhibitor project, cell-based, luminescence, uHTS. AID 435003, 2010. 330,000 tested, 0.53% active. inhibition, % at 4 µM. Jurkat, PMA/ionomycin-induced NF-kB luciferase reporter; in the data active = inhibition above about 50%
Gli-Sufu antag = Gli-Sufu pathway antagonists, primary screen, luciferase luminescence, Sufu-KO-LIGHT cells, uHTS. Sufu-KO-LIGHT fibroblasts, Gli luciferase reporter luminescence. inhibition, % at 5 µM. 340,000 tested, 0.74% active;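 active = inhibition above about 55%, limit read from the data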;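 also: 0% = DMSO-treated cells and 100% = wells with medium but no cells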
Mdm2 MdmX PPI = inhibitors of human Mdm2-MdmX association, primary screen, cell-based, luminescence, split luciferase, SaOS-2, uHTS; Protein Mdm4 (Homo sapiens) + E3 ubiquitin-protein ligase Mdm2 (Homo sapiens), …; 330,000 tested, 3% active; inhibition, % at 8 µM; SaOS-2 split-luciferase Mdm2/MdmX complementation; AID 485346, 2010;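 active = inhibition of at least 50% at 8 µM in the primary screen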
CHOP UPR activ = activators of apoptotic CHOP UPR arm, primary screen, cell-based, CHO-CHOP luciferase reporter, luminescence, uHTS; UPR activation; percent of tunicamycin response over DMSO baseline; activation, % at 10 µM; 330,000 tested, 0.34% active;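 active = at 10 µM dose, activation of 40% or more, normalized to positive control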;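 also: 100% = tunicamycin at 10 µg/mL and 0% = DMSO alone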
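Material: CHO-CHOP cells, stable luciferase reporter of PERK-eIF2a-CHOP signalling; quantity: 500 reporter cells seeded per well; buffer or medium: F12 medium containing 10% fetal bovine serum; compound: one dose, 10 µM in 0.5% DMSO; incubation: 6 h compound treatment, 37 °C; measured by: Steady-Glo luciferase luminescence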
UPR XBP1 act = activators of adaptive XBP1 UPR arm, primary screen, cell-based, CHO-XBP1 luciferase reporter, luminescence, uHTS | activation, % at 20 µM | 330,000 tested, 0.33% active | IRE1-XBP1 UPR activation; percent of tunicamycin response, DMSO as zero;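 active = versus positive control, 20 µM dose yields 30% or more activation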;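 also: 100% = tunicamycin at 10 µg/mL and 0% = DMSO only wells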
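incubation = overnight seeding at 37 °C, 6 h compound treatment at 37 °C | assay system = CHO-XBP1 cells stably carrying IRE1-XBP1-driven luciferase reporter | input = 1000 cells per well | detection = luciferase luminescence | dosing = single point, 20 µM final compound, 1% DMSO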
697 NFkB inh = inhibitors of PMA/ionomycin-induced NF-kB reporter, 697 cells, primary screen, B-cell NF-kB inhibitor project, cell-based, luminescence, uHTS; 330,000 tested, 0.33% active; 697 B-cell NF-kB luciferase reporter, 16 h; inhibition, % at 4 µM; AID 435022, 2010; in the data active = inhibition above about 35%
* hit, by the source's call.

Screening O=C(CSc1ncn[nH]1)N/N=C/c1ccc(C(F)(F)F)cc1 returned CXCR6 inh -9.3, EBI2 block 2.8, CCR6 antagonist 0.4, Jurkat NFkB inh 6.4, Gli-Sufu antag 0.8, Mdm2 MdmX PPI 25.3, CHOP UPR activ -1.2, UPR XBP1 act 0.3 and 697 NFkB inh 12.7.
Screening CCOc1cc(C2/C(=C(/O)c3ccc(S(=O)(=O)N4CCCCC4)cc3)C(=O)C(=O)N2CCOC)ccc1O (stereo unspecified) returned CXCR6 inh -2.7, EBI2 block -3.8, CCR6 antagonist 10.2, Jurkat NFkB inh -4.2, Gli-Sufu antag -6.4, Mdm2 MdmX PPI 30.6, CHOP UPR activ 1.5, UPR XBP1 act -2.6 and 697 NFkB inh 1.5.
CN(C)c1nnnn1-c1ccc(Oc2ncc(C(F)(F)F)cc2Cl)cc1 was read as CXCR6 inh -7.5, EBI2 block 12.3, CCR6 antagonist 8.6, Jurkat NFkB inh 3.4, Gli-Sufu antag 3.7, Mdm2 MdmX PPI -14.0, CHOP UPR activ 0.9, UPR XBP1 act -4.2 and 697 NFkB inh -10.1.
`Cc1ccc(CN(C)C(=O)C2CCC(=O)N(CC3CCCCC3)C2)o1` (stereo unspecified) gave CXCR6 inh 8.7, EBI2 block 0.4, CCR6 antagonist 7.0, Jurkat NFkB inh 3.9, Gli-Sufu antag -23.9, Mdm2 MdmX PPI 1.4, CHOP UPR activ -0.4, UPR XBP1 act -2.1 and 697 NFkB inh 1.7.
Screening COc1cc(C2C(C#N)=C(N)N(c3cccnc3)C3=C2C(=O)CC(C)(C)C3)ccc1O (stereo unspecified) returned CXCR6 inh -1.6, EBI2 block -0.2, CCR6 antagonist -7.9, Jurkat NFkB inh 10.0, Gli-Sufu antag 2.6, Mdm2 MdmX PPI 7.6, CHOP UPR activ -1.5, UPR XBP1 act -4.7 and 697 NFkB inh -2.1.
O=S(=O)(O)c1nc2ccccc2n1Cc1ccccc1 was read as CXCR6 inh -11.3, EBI2 block -5.8, CCR6 antagonist -4.0, Jurkat NFkB inh -6.0, Gli-Sufu antag -3.1, Mdm2 MdmX PPI -17.6, CHOP UPR activ 3.0, UPR XBP1 act 1.6 and 697 NFkB inh -43.3.
CN1CCN(c2ccc(S(=O)(=O)N3CCCCC3)cc2NC(=O)COc2ccc([N+](=O)[O-])cc2)CC1 was read as CXCR6 inh 8.6, EBI2 block 9.6, CCR6 antagonist 18.4, Jurkat NFkB inh 8.2, Gli-Sufu antag 18.8, Mdm2 MdmX PPI 19.3, CHOP UPR activ 3.8, UPR XBP1 act -4.3 and 697 NFkB inh 10.7.
For COc1ccc(NC(=O)Cc2nnc(SCC(=O)NC3CCCC3)n2C)cc1 the results were CXCR6 inh 8.7, EBI2 block -0.4, CCR6 antagonist -0.4, Jurkat NFkB inh 3.5, Gli-Sufu antag -14.3, Mdm2 MdmX PPI -7.8, CHOP UPR activ 0.1, UPR XBP1 act -5.2 and 697 NFkB inh -1.2.
Screening O=C(NCCCN=C1NS(=O)(=O)c2ccccc21)c1ccco1 returned CXCR6 inh -3.8, EBI2 block -10.7, CCR6 antagonist 4.2, Jurkat NFkB inh 5.4, Gli-Sufu antag -2.1, Mdm2 MdmX PPI -19.2, CHOP UPR activ 1.4, UPR XBP1 act 0.8 and 697 NFkB inh 4.6.
CC1CN=C(Nc2cccc(S(=O)(=O)N(C)C)c2)S1 (stereo unspecified) was read as CXCR6 inh -9.5, EBI2 block -16.0, CCR6 antagonist 3.5, Jurkat NFkB inh -4.4, Gli-Sufu antag -8.7, Mdm2 MdmX PPI -19.9, CHOP UPR activ -1.1, UPR XBP1 act 0.8 and 697 NFkB inh 10.0.
`CC(C)CN(C(=O)CSc1nc2ccccc2[nH]1)C1CCS(=O)(=O)C1` (stereo unspecified) gave CXCR6 inh 4.2, EBI2 block -8.1, CCR6 antagonist 1.1, Jurkat NFkB inh -15.0, Gli-Sufu antag 1.4, Mdm2 MdmX PPI -14.9, CHOP UPR activ -0.1, UPR XBP1 act -0.3 and 697 NFkB inh -31.8.
COc1ccccc1C(=O)N1CCNC(=O)C1CC(=O)Nc1ccc(Cl)cc1 (stereo unspecified) was read as CXCR6 inh -0.7, EBI2 block 1.2, CCR6 antagonist -21.9, Jurkat NFkB inh 4.1, Gli-Sufu antag -1.3, Mdm2 MdmX PPI 22.5, CHOP UPR activ 1.5, UPR XBP1 act -0.2 and 697 NFkB inh -30.1.
For Cc1cc2oc(C(=O)N(Cc3ccc(N(C)C)cc3)CC3CCCO3)c(C)c2cc1C (stereo unspecified) the results were CXCR6 inh 6.4, EBI2 block 16.2, CCR6 antagonist 9.8, Jurkat NFkB inh -3.6, Gli-Sufu antag 19.5, Mdm2 MdmX PPI 28.0, CHOP UPR activ 0.2, UPR XBP1 act -2.5 and 697 NFkB inh -30.5.
For COc1ccc(C2NC(=O)c3ccccc3O2)c(OC)c1OC (stereo unspecified) the results were CXCR6 inh -1.1, EBI2 block -10.1, CCR6 antagonist 9.8, Jurkat NFkB inh 9.8, Gli-Sufu antag -2.9, Mdm2 MdmX PPI 10.1, CHOP UPR activ -2.5, UPR XBP1 act -0.3 and 697 NFkB inh 12.2.
Screening Cc1ccc(C(=O)CCC(=O)N(C)CC(=O)Nc2ccccc2Br)cc1 returned CXCR6 inh -14.6, EBI2 block 6.7, CCR6 antagonist -0.1, Jurkat NFkB inh -2.8, Gli-Sufu antag -12.3, Mdm2 MdmX PPI 19.0, CHOP UPR activ 1.5, UPR XBP1 act -2.2 and 697 NFkB inh 8.7.
`CSc1ccc(CCNC(=O)CCc2nnc3ccc(NCCCN4CCCC4=O)nn23)cc1` gave CXCR6 inh -7.8, EBI2 block -11.9, CCR6 antagonist 15.4, Jurkat NFkB inh 2.7, Gli-Sufu antag -20.9, Mdm2 MdmX PPI 19.7, CHOP UPR activ 1.5, UPR XBP1 act -2.8 and 697 NFkB inh 5.6.
For Cc1nc2nc(C)c(CCC(=O)N3CCOCC3)c(C)n2n1 the results were CXCR6 inh -8.2, EBI2 block 1.6, CCR6 antagonist -3.5, Jurkat NFkB inh -0.8, Gli-Sufu antag -30.8, Mdm2 MdmX PPI 21.6, CHOP UPR activ -0.4, UPR XBP1 act -0.2 and 697 NFkB inh 2.9.
COc1ccc(Cc2nnc(NCCO)[nH]c2=O)cc1OC was read as CXCR6 inh -15.3, EBI2 block -10.8, CCR6 antagonist 0.9, Jurkat NFkB inh 7.3, Gli-Sufu antag -0.2, Mdm2 MdmX PPI -3.6, CHOP UPR activ -0.2, UPR XBP1 act 1.5 and 697 NFkB inh 11.0.
For O=C(NCCc1ccccc1)c1cc(=O)c2ccccc2o1 the results were CXCR6 inh 18.9, EBI2 block -4.0, CCR6 antagonist -4.1, Jurkat NFkB inh -7.7, Gli-Sufu antag 19.3, Mdm2 MdmX PPI -5.2, CHOP UPR activ -0.9, UPR XBP1 act 3.1 and 697 NFkB inh 2.7.
For CCOc1ccccc1-n1c(=S)sc2c(=O)n(-c3ccc(F)cc3)c(SCC(=O)O)nc21 the results were CXCR6 inh -2.8, EBI2 block -0.6, CCR6 antagonist 10.4, Jurkat NFkB inh -21.4, Gli-Sufu antag -3.2, Mdm2 MdmX PPI 3.4, CHOP UPR activ -0.7, UPR XBP1 act -8.7 and 697 NFkB inh -3.0.

The list goes on, starting with the last two of the part before.
For O=C(NCCc1ccccc1)c1cc(=O)c2ccccc2o1 the results were CXCR6 inh 18.9, EBI2 block -4.0, CCR6 antagonist -4.1, Jurkat NFkB inh -7.7, Gli-Sufu antag 19.3, Mdm2 MdmX PPI -5.2, CHOP UPR activ -0.9, UPR XBP1 act 3.1 and 697 NFkB inh 2.7.
For CCOc1ccccc1-n1c(=S)sc2c(=O)n(-c3ccc(F)cc3)c(SCC(=O)O)nc21 the results were CXCR6 inh -2.8, EBI2 block -0.6, CCR6 antagonist 10.4, Jurkat NFkB inh -21.4, Gli-Sufu antag -3.2, Mdm2 MdmX PPI 3.4, CHOP UPR activ -0.7, UPR XBP1 act -8.7 and 697 NFkB inh -3.0.
CCc1cccc(CC)c1NC(=S)NCC(c1cccnc1)N(C)C (stereo unspecified) was read as CXCR6 inh 2.4, EBI2 block -6.4, CCR6 antagonist 8.8, Jurkat NFkB inh -9.8, Gli-Sufu antag 31.0, Mdm2 MdmX PPI 13.4, CHOP UPR activ 0.1, UPR XBP1 act -1.6 and 697 NFkB inh 9.7.
COc1ccc2[nH]c(=O)c(CN(CCc3ccccc3)C(C)=O)cc2c1 was read as CXCR6 inh 2.3, EBI2 block -1.2, CCR6 antagonist 4.9, Jurkat NFkB inh 2.7, Gli-Sufu antag 4.3, Mdm2 MdmX PPI 12.5, CHOP UPR activ -1.7, UPR XBP1 act -1.6 and 697 NFkB inh 5.1.
`Cc1oc(-c2ccccc2F)nc1CS(=O)(=O)CC(=O)NCCCc1ccccc1` gave CXCR6 inh 3.3, EBI2 block -6.5, CCR6 antagonist 12.8, Jurkat NFkB inh -8.7, Gli-Sufu antag -1.1, Mdm2 MdmX PPI 10.0, CHOP UPR activ 0.8, UPR XBP1 act 1.1 and 697 NFkB inh -20.1.
COc1nc(NCc2ccco2)nc(N2CCC(C)CC2)n1 was read as CXCR6 inh -0.5, EBI2 block -8.1, CCR6 antagonist -12.1, Jurkat NFkB inh 11.8, Gli-Sufu antag 10.4, Mdm2 MdmX PPI 11.6, CHOP UPR activ -0.4, UPR XBP1 act -1.2 and 697 NFkB inh 0.4.
For CC(C)CCN1C(=O)c2ccc(C(=O)Nc3ccccc3C(=O)O)cc2C1=O the results were CXCR6 inh 4.2, EBI2 block -12.0, CCR6 antagonist 10.2, Jurkat NFkB inh 11.9, Gli-Sufu antag 1.7, Mdm2 MdmX PPI 27.2, CHOP UPR activ 1.7, UPR XBP1 act -2.8 and 697 NFkB inh 14.5.
Cc1cnc(C(=O)Nc2ccc(C)c(S(=O)(=O)N3CCCCCC3)c2)cn1 was read as CXCR6 inh -1.1, EBI2 block 1.9, CCR6 antagonist 8.3, Jurkat NFkB inh -2.4, Gli-Sufu antag 1.0, Mdm2 MdmX PPI 29.2, CHOP UPR activ -0.8, UPR XBP1 act -1.6 and 697 NFkB inh -12.1.
Screening O=C(NCCCCc1ccccc1)C1CC(c2ccc([N+](=O)[O-])cc2)=NO1 (stereo unspecified) returned CXCR6 inh -15.6, EBI2 block -7.7, CCR6 antagonist 10.9, Jurkat NFkB inh 11.8, Gli-Sufu antag -1.6, Mdm2 MdmX PPI 12.2, CHOP UPR activ 1.8, UPR XBP1 act 0.1 and 697 NFkB inh 9.7.
